PI4K2A block: PI4K2A (human) kinase inhibition; 420,000 tested, 0.13% active; AID 1346378; purified PI4K2A, ADP-Glo luminescence, 1 h; hits give low values; activity change, negative = inhibition, % at 76.9 µM; in the data active means activity change below about -50%; inconclusive means mostly about -30% to -49%;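 further: -100% = wells without enzyme as full effect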
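In this quantitative HTS, ADP production by PI4K2A was quantified luminescently after 1 h at ambient temperature; 100 microM adenosine served as plate-quality control.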
D2 ag: agonists of human D2 dopamine receptor; activation, % at 2 µM; HEK293 T-REx D2 cells, calcium flux agonist mode; 340,000 tested, 0.53% active;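 active means activation over 3 SD above normal in the single-dose calcium agonist read, cut at about 30% in these data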; further: 0% is about no effect
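Agonism is scored from calcium flux in a force-coupled, inducible HEK293 cell line expressing D2, read kinetically for 180 s after compound addition against dopamine controls.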
TrxR1 substrate: rat thioredoxin reductase 1 substrate activity | O89049 | purified TrxR1 substrate turnover, NADPH consumption readout | Potency, µM (highest dose often 114 µM), inactives show at the highest dose activity change, negative = substrate turnover | 390,000 tested, 0.01% active | AID 588456; further: potency means the concentration at half of the fitted maximal effect; on the % scale 0 is the no-effect control and ±100 the full control effect; nearly all actives have a fitted effect of over 50% in size
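Rat TrxR1, dispensed at 90 nM, was prereduced with 400 uM NADPH (final) for 5 min at ~22 deg C, then incubated with compound 15 min before 400 uM selenite. A first-read NADPH fluorescence drop versus no-compound background flagged substrates.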
TrxR1 inh: rat TrxR1 inhibition; O89049; 390,000 tested, 1% active; AID 588453; Potency, µM (titrated, usually from 114 µM), for inactives: at the top dose activity change, negative = inhibition, most hits filed as inhibitors; recombinant rTrxR1, NADPH fluorescence consumption, selenite substrate; further: potency means the concentration at half of the fitted maximal effect; on the % scale 0 is the no-effect control and ±100 the full control effect; nearly all actives have a fitted effect of over 65% in size
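Rat TrxR1 (90 nM in the dispensed reagent) was pre-reduced with 400 uM NADPH for 5 min at room temperature, then incubated with compound for 15 min. After 400 uM selenite was added, NADPH fluorescence (Ex 340/Em 450 nm) was followed for 8 min.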
USP1 inh: blocks the human USP1/UAF1 deubiquitinase complex; recombinant USP1/UAF1, Ub-Rhodamine cleavage fluorescence; Potency, µM (series often up to 57.1 µM), for inactives: at the top dose activity change, negative = inhibition, hits mostly inhibitors; 390,000 tested, 0.23% active; AID 743255; further: potency means the concentration at half of the fitted maximal effect; on the % scale 0 is the no-effect control and ±100 the full control effect; nearly all actives have a fitted effect of over 60% in size; inactives centre near -12
Target sequence (O94782 whole entry, looked up): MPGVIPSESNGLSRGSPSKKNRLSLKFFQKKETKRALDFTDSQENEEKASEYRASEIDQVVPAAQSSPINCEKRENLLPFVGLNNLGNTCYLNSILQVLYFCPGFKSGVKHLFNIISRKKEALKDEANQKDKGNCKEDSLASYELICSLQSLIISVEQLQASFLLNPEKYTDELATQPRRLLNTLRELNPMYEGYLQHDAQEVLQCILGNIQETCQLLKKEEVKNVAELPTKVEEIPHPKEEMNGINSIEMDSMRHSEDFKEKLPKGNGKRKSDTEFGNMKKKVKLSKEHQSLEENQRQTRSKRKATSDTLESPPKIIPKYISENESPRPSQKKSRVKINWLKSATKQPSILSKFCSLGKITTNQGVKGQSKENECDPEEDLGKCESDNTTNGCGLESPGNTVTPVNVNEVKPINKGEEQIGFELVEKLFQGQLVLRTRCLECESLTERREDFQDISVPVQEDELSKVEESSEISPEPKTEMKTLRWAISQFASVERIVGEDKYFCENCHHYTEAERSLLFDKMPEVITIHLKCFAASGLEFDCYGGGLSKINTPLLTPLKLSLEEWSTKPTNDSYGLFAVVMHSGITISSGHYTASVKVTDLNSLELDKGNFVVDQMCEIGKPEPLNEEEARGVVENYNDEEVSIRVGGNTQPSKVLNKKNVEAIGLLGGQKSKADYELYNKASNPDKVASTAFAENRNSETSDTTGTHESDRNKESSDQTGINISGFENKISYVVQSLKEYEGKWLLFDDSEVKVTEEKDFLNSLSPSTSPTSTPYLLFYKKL
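1 nM enzyme complex + cpd, 15 min RT; start with Ub-Rho 150nM final; kinetic fluorescence ex 480/em 540, 6 reads q60 s. Buffer 50mM HEPES pH 7.8, 0.5mM EDTA, 0.1 mg/ml BSA, 1mM TCEP, 0.01% Tween-20.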
D2 antagonist: D2 dopamine receptor (human) antagonism; P14416; HEK293 TREx D2 cells, calcium flux, dopamine EC80; inhibition, % at 10 µM; 340,000 tested, 2% active; AID 485344; in the data active means inhibition above about 30%; further: 0% is about no effect
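Antagonism is scored as inhibition of an EC80 dopamine-evoked calcium signal in a force-coupled, tetracycline-inducible HEK293 T-REx D2 line, with compound present 180 s before agonist.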
mIDH1 inhibitor: inhibitors of human mutant IDH1 R132H; O75874; IDH1-R132H enzyme, NADPH consumption, diaphorase/resazurin fluorescence; Potency, µM (series often up to 76.6 µM), for inactives: at the top dose activity change, negative = inhibition, most hits filed as inhibitors; 390,000 tested, 0.093% active; further: potency means the concentration at half of the fitted maximal effect; on the % scale 0 is the no-effect control and ±100 the full control effect; nearly all actives have a fitted effect of over 65% in size
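IDH1-R132H (0.5 ug/mL dispensed) in pH 7.5 Tris buffer was preincubated 30 min with compound, then given a substrate mix of 0.016 mM NADPH and 2 mM alpha-KG for 80 min at room temperature; remaining NADPH was read by diaphorase/resazurin fluorescence.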
TRHR enhancer: allosteric enhancers of human TRH receptor; AID 493056; TRHR cells, fluo-8 calcium fluorescence, EC20 TRH enhancement; enhancement, % at 2 µM; P34981; 360,000 tested, 0.66% active; in the data active means enhancement above about 30%; further: 0% is about no effect
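Enhancer read-out: after compound pinning and an initial kinetic agonist-mode read, an EC20 of TRH (10 nM final) was injected and fluo-8 calcium signal (Ex 480/Em 530) followed at 1 s/cycle for 100 cycles in TRHR-expressing cells.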
TRHR agonist: TRH receptor (human) agonism. P34981. TRHR cells, calcium flux fluo-8, FDSS agonist mode. activation, % at 2 µM. 360,000 tested, 0.18% active; in the data active means activation above about 30%; further: 0% is about no effect
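Steps: seed TRHR cells overnight; add fluo-8 no-wash Ca dye, RT 30 min–1.5 h; record 10 s baseline; pin-transfer compounds; monitor fluorescence 1 cycle/s for the agonist window. Calcium increases flag candidate agonists.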
* marks the source's active call; other numbers are inactive results; & = joins results of further samples; [ ] = another dose, or the depositor's remark. Unless noted, the call rests on the fitted dose curve; in most records, active means well fitted inhibition curve with a large enough effect; inconclusive means small, poorly fitted or top-dose-only effect; inactive means no such curve, though single readings can be large or run the other way. Compounds as they come; 3.9% or so of the library scored in one or more.

COc1ccc(C(CCNC(C)c2ccccc2)c2ccc(F)cc2)cc1 (stereo unspecified) was read as PI4K2A block -4, D2 ag 2.6, TrxR1 substrate -10%, TrxR1 inh -7%, USP1 inh -3%, D2 antagonist 11, mIDH1 inhibitor 0%, TRHR enhancer -3 and TRHR agonist 1.6.
`Cc1c(C)n(CCCN(C)C)c2ncnc(NCc3ccccc3)c12` gave PI4K2A block 0, D2 ag 1.1, TrxR1 substrate -2%, TrxR1 inh 8%, USP1 inh -12%, D2 antagonist -12, mIDH1 inhibitor 5%, TRHR enhancer 9 and TRHR agonist 1.3.
`COC(=O)C1=C(C)N(Cc2ccccc2)C(=NCc2ccc(OC)cc2)N[C@H]1c1cccc(F)c1` gave PI4K2A block 1, D2 ag 2.1, TrxR1 substrate -1%, TrxR1 inh 15%, USP1 inh -13%, D2 antagonist 2, mIDH1 inhibitor -11%, TRHR enhancer -2 and TRHR agonist 5.1.
For O=C(Nc1ccccc1C(F)(F)F)c1cc(-c2ccco2)on1 the results were PI4K2A block 3, D2 ag -0.7, TrxR1 substrate 0%, TrxR1 inh 16%, USP1 inh -5%, D2 antagonist 17, mIDH1 inhibitor 3%, TRHR enhancer -5 and TRHR agonist 0.0.
CC(=O)c1ccc(N2CCN(C(=O)CCC(=O)Nc3ccc4nc(N5CCCCC5)cc(C)c4c3)CC2)cc1 was read as PI4K2A block 4, D2 ag -0.8, TrxR1 substrate 27%, TrxR1 inh 3%, USP1 inh -16%, mIDH1 inhibitor -15%, TRHR enhancer -2 and TRHR agonist -0.4.
`C=CCNC(=O)C1CC(=O)N(c2ccc(OCC(=O)Nc3ccc(Cl)c(C(F)(F)F)c3)cc2)C1` (stereo unspecified) gave PI4K2A block 1, TrxR1 substrate -5%, TrxR1 inh 3%, USP1 inh -12%, mIDH1 inhibitor -8%, TRHR enhancer 5 and TRHR agonist -0.3.
`CCOc1cc(C2Sc3ccccc3NC3=C2C(=O)c2ccccc23)ccc1O` (stereo unspecified) gave PI4K2A block -3, D2 ag -0.4, TrxR1 substrate -9%, TrxR1 inh -6%, USP1 inh -19%, mIDH1 inhibitor 7%, TRHR enhancer -1 and TRHR agonist 0.2.
`Cc1cccc(Cn2c(SCc3ccc(C(=O)NCCc4ccccc4)cc3)nc3ccncc32)c1` gave PI4K2A block 0, D2 ag -0.2, TrxR1 substrate 2%, TrxR1 inh 2%, USP1 inh -2%, mIDH1 inhibitor -5%, TRHR enhancer -2 and TRHR agonist 0.7.
Screening CC(Sc1nnc(COc2ccc3ccccc3c2)n1C)C(=O)O (stereo unspecified) returned PI4K2A block 3, D2 ag 0.3, TrxR1 substrate 10%, TrxR1 inh 19%, USP1 inh -19%, D2 antagonist -4, mIDH1 inhibitor -2%, TRHR enhancer -4 and TRHR agonist 0.0.
Screening O=C(NC(C(=O)c1ccccc1)c1ccccc1)c1ccccc1 (stereo unspecified) returned PI4K2A block 7, TrxR1 substrate -5%, TrxR1 inh 24%, USP1 inh -21% and mIDH1 inhibitor -11%.
For O=C(O)CC/C(=N\Nc1ccc([N+](=O)[O-])cc1S(=O)(=O)N1CCOCC1)c1cccs1 the results were PI4K2A block 3, D2 ag 3.9, TrxR1 substrate -8%, TrxR1 inh inconclusive, USP1 inh -13%, D2 antagonist -12, mIDH1 inhibitor 5%, TRHR enhancer 4 and TRHR agonist 6.3.
For CCSc1nc(C)c(CC)c(C)c1C(N)=O the results were PI4K2A block -6, TrxR1 substrate 4%[57.1 µM], TrxR1 inh 0%[57.1 µM], USP1 inh -13%, D2 antagonist 13, mIDH1 inhibitor 0%, TRHR enhancer -5 and TRHR agonist 0.3.
`O=[N+]([O-])c1ccc(/C=N/n2cnc3ccccc32)s1` gave PI4K2A block -3, D2 ag 1.2, TrxR1 substrate -10%, TrxR1 inh -34%, USP1 inh -26%, D2 antagonist -12, mIDH1 inhibitor 1%, TRHR enhancer 21 and TRHR agonist 0.4.
For CCc1ccc(C(=O)/C=C/Nc2ccc(S(=O)(=O)Nc3onc(C)c3C)cc2)cc1 the results were PI4K2A block -9, D2 ag 0.3, TrxR1 substrate -15%, TrxR1 inh -25%, USP1 inh -3%, D2 antagonist -30, mIDH1 inhibitor 6%, TRHR enhancer -1 and TRHR agonist 0.6.
COc1ccc(/C=C/c2onc(C)c2S(=O)(=O)N2CCC(C(=O)N3CCC(C)CC3)CC2)cc1 was read as PI4K2A block 0&1, D2 ag 0.3&1.0, TrxR1 substrate 5%, TrxR1 inh 12%, USP1 inh -16%&-8%, D2 antagonist -2, mIDH1 inhibitor 4%&0%, TRHR enhancer -3&-2 and TRHR agonist 0.7&0.2.

Not a retest: 2 of the compounds above.
COc1ccc(C(CCNC(C)c2ccccc2)c2ccc(F)cc2)cc1 (stereo unspecified) was read as PI4K2A block -4, D2 ag 2.6, TrxR1 substrate -10%, TrxR1 inh -7%, USP1 inh -3%, D2 antagonist 11, mIDH1 inhibitor 0%, TRHR enhancer -3 and TRHR agonist 1.6.
`Cc1c(C)n(CCCN(C)C)c2ncnc(NCc3ccccc3)c12` gave PI4K2A block 0, D2 ag 1.1, TrxR1 substrate -2%, TrxR1 inh 8%, USP1 inh -12%, D2 antagonist -12, mIDH1 inhibitor 5%, TRHR enhancer 9 and TRHR agonist 1.3.

Additional structures:
For COCC1CCN(C(=O)C2CCC(=O)N(CCc3ccc(Cl)cc3)C2)CC1 (stereo unspecified) the results were PI4K2A block 8, D2 ag 1.2, TrxR1 substrate 4%[57.1 µM], TrxR1 inh 23%[57.1 µM], USP1 inh -5%, D2 antagonist 3, mIDH1 inhibitor 11%, TRHR enhancer -6 and TRHR agonist -0.1.
For CCc1nnc(SCc2c(F)cccc2Cl)c2cc3sccc3n12 the results were PI4K2A block 0, D2 ag 0.5, TrxR1 substrate -4%, TrxR1 inh -1%, USP1 inh 7%, mIDH1 inhibitor -9%, TRHR enhancer 0 and TRHR agonist 0.4.
Screening COC(=O)c1ccccc1NC(=O)N1CCN(Cc2ccco2)CC1 returned PI4K2A block -3, D2 ag -1.1, TrxR1 substrate 7%, TrxR1 inh 10%, USP1 inh 2%, D2 antagonist -4, mIDH1 inhibitor -6%, TRHR enhancer -3 and TRHR agonist 0.1.
`Cc1nnc(SCC(=O)Nc2cccc(C(F)(F)F)c2)[nH]c1=O` gave PI4K2A block 2, D2 ag -0.1, TrxR1 substrate 10%[57.1 µM], TrxR1 inh 16%[57.1 µM], USP1 inh -16%, D2 antagonist 3, mIDH1 inhibitor -2%, TRHR enhancer 11 and TRHR agonist 0.3.
CC1CCCCC1NC(=O)C1CCN(S(=O)(=O)N2CCOCC2)CC1 (stereo unspecified) was read as PI4K2A block -9, D2 ag 0.7, TrxR1 substrate 5%[57.1 µM], TrxR1 inh -6%[57.1 µM], USP1 inh -6%, D2 antagonist 11, mIDH1 inhibitor 0%, TRHR enhancer 0 and TRHR agonist 0.2.
`Cc1[nH]c(=O)c(C#N)cc1-c1ccccc1` gave PI4K2A block 5, D2 ag -0.1, TrxR1 substrate 4%[57.1 µM], TrxR1 inh 18%[57.1 µM], USP1 inh -12%, D2 antagonist -1, mIDH1 inhibitor -3%, TRHR enhancer -6 and TRHR agonist 0.2.
COc1cc(OC)cc(-c2cc3nc(C)c(CCC(=O)Nc4nc(C)cs4)c(C)n3n2)c1 was read as PI4K2A block -3, D2 ag -0.7, TrxR1 substrate 17%, TrxR1 inh 15%, USP1 inh -25%, D2 antagonist 12, mIDH1 inhibitor 7%, TRHR enhancer 2 and TRHR agonist 0.8.
O=C(OCC(=O)N1CCc2ccccc21)c1ccc[nH]c1=O was read as PI4K2A block 2, D2 ag 3.3, TrxR1 substrate -10%, TrxR1 inh 8%[57.1 µM], USP1 inh -22%, D2 antagonist 0, mIDH1 inhibitor 4%, TRHR enhancer 0 and TRHR agonist 0.4.
`O=S(=O)(c1cccs1)N1CCN(CCOc2ccccc2)CC1` gave PI4K2A block -4, D2 ag 21, TrxR1 substrate -1%[57.1 µM], TrxR1 inh 5%[57.1 µM], USP1 inh -9%, D2 antagonist -9, mIDH1 inhibitor 7%, TRHR enhancer 5 and TRHR agonist 0.8.
Screening Cc1ccc(C(=O)N2c3ccccc3OCC2C)cc1 (stereo unspecified) returned PI4K2A block -2, D2 ag 0.1, TrxR1 substrate -3%, TrxR1 inh -1%, USP1 inh inconclusive, D2 antagonist -11, mIDH1 inhibitor 1%, TRHR enhancer 3 and TRHR agonist -1.2.
Screening CC(C)c1ccc(NC2CCCN(C(=O)c3ccc(Cn4cnnn4)cc3)C2)cc1 (stereo unspecified) returned PI4K2A block -3, D2 ag 0.5, TrxR1 substrate -4%, TrxR1 inh 10%, USP1 inh -26%, D2 antagonist 5, mIDH1 inhibitor 2%, TRHR enhancer 19 and TRHR agonist 0.2.
Screening Cc1ccc(-c2cc(C(=O)Nc3ccc(S(=O)(=O)Nc4onc(C)c4C)cc3)[nH]n2)c(O)c1 returned PI4K2A block 4, D2 ag -0.1, TrxR1 substrate -4%, TrxR1 inh 0%, USP1 inh -4%, D2 antagonist -9, mIDH1 inhibitor -8%, TRHR enhancer -1 and TRHR agonist -1.0.
`Cc1ccc(-c2nc(C)sc2CC(=O)OCC(=O)Nc2c(F)cccc2F)cc1` gave PI4K2A block -2, D2 ag -1.1, TrxR1 substrate -5%, TrxR1 inh 8%, USP1 inh -8%, D2 antagonist -7, mIDH1 inhibitor 2%, TRHR enhancer 2 and TRHR agonist -0.6.

2 compounds picked at random from those above, as already listed:
Screening Cc1ccc(C(=O)N2c3ccccc3OCC2C)cc1 (stereo unspecified) returned PI4K2A block -2, D2 ag 0.1, TrxR1 substrate -3%, TrxR1 inh -1%, USP1 inh inconclusive, D2 antagonist -11, mIDH1 inhibitor 1%, TRHR enhancer 3 and TRHR agonist -1.2.
`Cc1nnc(SCC(=O)Nc2cccc(C(F)(F)F)c2)[nH]c1=O` gave PI4K2A block 2, D2 ag -0.1, TrxR1 substrate 10%[57.1 µM], TrxR1 inh 16%[57.1 µM], USP1 inh -16%, D2 antagonist 3, mIDH1 inhibitor -2%, TRHR enhancer 11 and TRHR agonist 0.3.
